EP2 antag: human EP2 receptor antagonists, primary screen, TR-FRET cAMP, C6 glioma cells; actives 0.52% (n = 260,000); AID 1422, 2008; Prostaglandin E2 receptor EP2 subtype (Homo sapiens), P43116; inhibition, % at 25 µM; C6 glioma cells expressing human EP2; cells stimulated with saturating PGE2;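 active means percent inhibition above 40 after rounding to a whole number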;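 further: rat C6 glioma host cells with rolipram phosphodiesterase inhibitor present; the protocol text gives 20 µM as final concentration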
Target sequence (P43116 whole entry, looked up): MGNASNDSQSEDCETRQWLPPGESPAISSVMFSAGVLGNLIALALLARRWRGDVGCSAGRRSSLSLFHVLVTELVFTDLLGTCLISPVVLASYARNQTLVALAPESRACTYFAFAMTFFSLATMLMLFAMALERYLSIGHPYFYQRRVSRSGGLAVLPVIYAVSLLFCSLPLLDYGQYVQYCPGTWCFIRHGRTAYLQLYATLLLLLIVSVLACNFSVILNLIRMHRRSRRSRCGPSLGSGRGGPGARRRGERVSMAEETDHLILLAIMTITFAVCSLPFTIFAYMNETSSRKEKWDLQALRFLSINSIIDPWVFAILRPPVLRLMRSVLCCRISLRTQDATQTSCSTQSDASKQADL
TNF necrop inh: inhibitors of TNF-alpha triggered necroptosis, primary screen, cell-based, Jurkat FADD-/-, single concentration | Jurkat FADD-/- TNF necroptosis rescue, ATP luminescence, 24 h; 0 = TNF only, 100 = no-TNF cells | activation (protection from cell death), % at 10 µM | actives 0.068% (n = 220,000);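 active means activation, meaning protection from cell death, of at least 50% relative to plate controls; inactive means activation below 50%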;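 further: necroptosis triggered by 40 ng/mL TNF-alpha added together with compound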
Wee1 stabilizer: Wee1 degradation inhibitors, primary screen, cell-based, HeLa, Wee1K328M-luciferase, luminescence. AID 1321, 2008. actives 1.2% (n = 220,000). Wee1-like protein kinase (Homo sapiens), P30291. reporter increase, % at 5 µM. HeLa Luc-Wee1K328M stability; 100% = proteasome inhibitor MG132 effect;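 active means activation above the mean of all tested compounds plus 3 SD, set per screening run, cut at about 8.8% in these data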;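 further: cells exposed to compound for 20 h before luminescence read; 0% = DMSO alone and 100% = MG132 at 30 µM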
CHOP inhibitor: inhibitors of CHOP promoter induction, primary screen, cell-based, unfolded protein response, luciferase reporter. CHO-K1 CHOP-promoter luciferase, tunicamycin-induced, 15-18 h. inhibition, % at 10 µM. actives 3.8% (n = 220,000);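 active means compounds that reduced the stress-induced luciferase reporter signal by more than about 70% of percent inhibition, limit read from the data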;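 further: 0% = tunicamycin plus vehicle and 100% = wells without tunicamycin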
FXIIa inh 1536: human FXIIa protease inhibitors, primary screen, biochemical, 1536-well. AID 800, 2007. actives 0.3% (n = 220,000). purified FXIIa, Boc-QGR-AMC fluorogenic substrate, 2 h. inhibition, % at 5 µM. Coagulation factor XII (Homo sapiens), P00748; in the data active means inhibition above about 40%;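 further: 0% = enzyme with no compound and 100% = blank without enzyme; many of its hits are not listed in these tables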
TbHK1 inh: Trypanosoma brucei hexokinase 1 inhibitors, primary screen, biochemical, G6PDH-coupled NADH absorbance, MLSCN library. actives 0.11% (n = 220,000). inhibition, % at 10 µM. recombinant TbHK1, G6PDH-coupled NADH A340;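 active means inhibition of 50% or more in the single-dose primary screen; inactive means inhibition below 50%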
PPC-1+TRAIL kill: compounds killing PPC-1 cancer cells with TRAIL present, primary screen, TRAIL potentiator project, ATPLite luminescence, uHTS. cell killing (% activity), % at 4 µM. PPC-1 cells + TRAIL, ATPLite viability luminescence. AID 1443, 2008. actives 0.41% (n = 220,000);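 active means cell killing above 50% in the first pass at 4 µM, then a duplicate retest at 5 µM averaging 50% or more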;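 further: plate controls were cells with TRAIL plus DMSO for no effect and medium-only wells lacking cells for full effect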
FXIa inh 1536: human FXIa protease inhibitors, primary screen, biochemical, 1536-well; Coagulation factor XI (Homo sapiens), P03951; actives 0.14% (n = 220,000); inhibition, % at 5 µM; purified FXIa, Boc-Glu-Ala-Arg-AMC fluorogenic substrate;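 active means inhibition of at least 40%; inactive means inhibition below 40%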;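 further: fluorescence of freed AMC excited at 355 nm; 0% = enzyme without compound and 100% = no enzyme blank; many of its hits are not listed in these tables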
Target sequence (P03951 19-387 limits assumed): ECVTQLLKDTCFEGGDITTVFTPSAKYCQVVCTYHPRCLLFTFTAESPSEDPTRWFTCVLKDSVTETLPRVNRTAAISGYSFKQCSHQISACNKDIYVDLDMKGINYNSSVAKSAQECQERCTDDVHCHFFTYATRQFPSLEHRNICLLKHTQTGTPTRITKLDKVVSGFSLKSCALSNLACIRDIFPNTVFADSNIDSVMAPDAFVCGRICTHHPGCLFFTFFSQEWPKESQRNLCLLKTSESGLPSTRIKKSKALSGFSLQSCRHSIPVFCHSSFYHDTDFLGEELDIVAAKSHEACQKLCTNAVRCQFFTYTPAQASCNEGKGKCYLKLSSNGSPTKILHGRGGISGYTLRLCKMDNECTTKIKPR
Target sequence (P03951 388-625 limits assumed): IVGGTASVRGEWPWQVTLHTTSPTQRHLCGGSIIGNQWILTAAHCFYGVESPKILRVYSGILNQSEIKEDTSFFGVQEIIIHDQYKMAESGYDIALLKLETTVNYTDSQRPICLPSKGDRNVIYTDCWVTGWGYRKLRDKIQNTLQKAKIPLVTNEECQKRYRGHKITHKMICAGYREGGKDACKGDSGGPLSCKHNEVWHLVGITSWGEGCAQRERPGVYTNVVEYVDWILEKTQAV
zVAD death inh: inhibitors of zVAD-triggered necroptosis, primary screen, L929 cells; L929 zVAD necroptosis rescue, ATP luminescence, 24 h; with zVAD 60 µM; viability rescue, % at 10 µM; actives 0.38% (n = 220,000);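 active means activation, scaled between plate controls, above about 75%, limit read from the data; inactive means activation under that limit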;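 further: 0% = zVAD with DMSO and 100% = DMSO alone without zVAD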
* marks the source's active call; other numbers are inactive results; . = no result given. This is a subset, so the mix of outcomes need not match the whole.

nr	structure	EP2 antag	TNF necrop inh	Wee1 stabilizer	CHOP inhibitor	FXIIa inh 1536	TbHK1 inh	PPC-1+TRAIL kill	FXIa inh 1536	zVAD death inh
1	CCCCOC(=O)CCNc1n[nH]c(=O)[nH]c1=O	10	1.0	-1	-5	-6	-1	-1	-6	1.2
2	COc1cc(/C=N/OCC(=O)NC23CC4CC(CC(C4)C2)C3)ccc1OCc1ccccc1	7	-2.5	3	39	7	8	-6	-5	26
3	CN(/N=C/C=C/c1ccccc1)c1cc(=O)n(C)c(=O)[nH]1	2	0.8	0	-27	13	-58	15	10	0.5
4	CC(C)(C)S(=O)(=O)/C(C#N)=N/Nc1ccc(Cl)cc1	4	-1.2	-3	16	5	-20	13	-8	0.5
5	COc1cccc(C2NC(c3cccc(OC)c3O)C(C)C(=O)C2C)c1O (stereo not given)	5	0.1	0	32	3	-4	20	-5	0.3
6	O=C(Nn1c(SCc2ccc(F)cc2)nc2ccsc2c1=O)c1ccccc1	2	0.3	-3	-30	23	-3	20	20	-0.5
7	CCSc1cc(C)nc2c(-c3ccccc3)cnn12	14	-2.4	2	-4	5	-5	25	0	4.8
8	O=C(c1cc2ccccn2n1)N1CCCC1	.	-2.1	0	6	5	0	-9	-3	0.4
9	COc1ccc(/C=C/C(=O)OCC(=O)NC2CCCC(C)C2C)cc1S(=O)(=O)N1CCOCC1 (stereo not given)	8	-0.1	-3	-1	14	-12	18	2	1.8
10	CC(C)=CC(=O)Nc1ccccc1Br	7	0.6	6	28	7	1	-2	4	-0.8
11	CCn1c(=O)cc(SCC(=O)N2CCN(c3ccccc3OC)CC2)c2ccccc21	15	-4.5	-4	-7	-4	-7	4	4	-0.3
12	O=C(NCCCN1CCOCC1)C(=O)NCc1ccccc1Cl	11	1.0	-1	-8	7	-3	1	-4	1.5
13	CC(C)c1onc(C(=O)NC2CCCC2)c1[N+](=O)[O-]	3	-0.8	-1	10	5	-6	3	-5	0.4
14	CC(C(=O)Nc1ccc(F)c(F)c1F)N(C)CC(=O)Nc1ccccc1Br (stereo not given)	7	1.0	3	6	11	-1	-4	5	-1.2
15	COC(=O)c1c(NC(=O)c2ccccc2N(C)S(=O)(=O)c2ccccc2)sc2c1CCCC2	0	-13	-2	36	6	-20	-6	2	1.9
16	C/C(=N\NC(=O)Cc1c(C)[nH][nH]c1=O)c1ccc(Cl)c(Cl)c1	14	-1.2	-1	-4	4	-1	-1	-2	0.1
17	CCOC(=O)c1sc2nccc(N(C)C)c2c1N=CNOC	18	0.5	1	27	-5	-15	-2	-15	1.5
18	O=C(CNC(=O)c1ccccc1F)OC(C(=O)Nc1cc(C(F)(F)F)ccc1Cl)c1ccccc1 (stereo not given)	10	0.8	-1	10	8	9	2	5	0.5
19	NC(=O)CSc1nc2c(sc3ccccc32)c(=O)n1CCCN1CCOCC1	7	1.0	-2	-3	6	-16	-2	-10	1.1
20	Cc1ccc(C(=O)CSc2ccc(-c3ccncc3)nn2)cc1	4	-0.7	0	18	4	-4	-15	-5	0.6
21	Cc1ccc(N(C(=O)c2csnn2)C(C(=O)NC(C)(C)C)c2cccs2)cc1 (stereo not given)	6	-2.2	0	8	-6	28	15	-2	0.5
22	CCOC(=O)c1sc(NC(=O)Nc2ccccc2F)nc1C	10	1.3	-2	102*	16	0	54*	10	4.7
23	Cc1cc(C)n2c(SCCN3C(=O)c4ccccc4C3=O)nnc2n1	10	1.1	-1	.	.	2	.	.	1.1
24	COCC(C)NC(=O)c1cc(-c2ccccc2OC)on1 (stereo not given)	7	-4.3	-1	-22	-1	2	2	-5	-0.2
25	CCN1CCN(Cc2ccc(NC(=O)c3cc(NC(=O)c4cc(-c5ccc(OC)cc5)n[nH]4)cc(OC)c3)cc2C(F)(F)F)CC1	8	-27	.	87*	6	-15	31	-1	22

Records above shown as hits in CHOP inhibitor.
cpd | molecule | Wee1 stabilizer | CHOP inhibitor | FXIIa inh 1536 | TbHK1 inh | FXIa inh 1536
22 | CCOC(=O)c1sc(NC(=O)Nc2ccccc2F)nc1C | -2 | 102* | 16 | 0 | 10
25 | CCN1CCN(Cc2ccc(NC(=O)c3cc(NC(=O)c4cc(-c5ccc(OC)cc5)n[nH]4)cc(OC)c3)cc2C(F)(F)F)CC1 | . | 87* | 6 | -15 | -1

(continued)
nr	structure	EP2 antag	TNF necrop inh	Wee1 stabilizer	CHOP inhibitor	FXIIa inh 1536	TbHK1 inh	PPC-1+TRAIL kill	FXIa inh 1536	zVAD death inh
26	O=C(Nc1ccccc1C(F)(F)F)C1CC(=O)N(c2ccccc2F)C1 (stereo not given)	8	-0.4	-3	42	10	1	0	0	-0.1
27	Cc1ccccc1N(CC(=O)NCCc1ccccc1)C(=O)c1ccc(N2CCCC2)nc1	9	-3.0	-1	-56	12	-12	11	1	0.0
28	Cc1cc(-c2n[nH]c(=S)n2-c2ccc(C)c(C)c2)no1	10	1.4	5	42	14	6	37	5	1.3
29	COc1ccc(OC)c(-c2csc3nnc(SCC(=O)Nc4ccc(NC(C)=O)cc4)n23)c1	4	-6.3	-3	10	7	-1	24	5	0.0
30	Cc1ccccc1NC1=NC(=S)N(c2ccccc2)C12CCCCC2	9	0.7	-3	18	9	2	22	2	-0.7
31	O=C(Nc1ccc2c(c1)OCCO2)C1CCCN(S(=O)(=O)c2cccnc2)C1 (stereo not given)	6	-0.8	1	12	5	4	16	-4	2.9
32	c1cnc2ccc(C(c3nnnn3C3CCCC3)N3CCN4CCCC4C3)cc2c1 (stereo not given)	8	0.6	0	5	4	2	-3	5	-0.1
33	COc1ccc(C2C(CC(=O)O)=C(Nc3ccccc3)C(=O)N2c2ccccc2)cc1 (stereo not given)	4	-0.7	-3	22	0	-7	8	-7	0.0
34	CCn1c(SCC(=O)c2c[nH]c3ccccc23)nnc1-c1cccs1	14	-1.5	-2	.	14	8	6	1	0.0
35	CC(=O)c1nnn(-c2ccccc2C#N)c1C	16	1.7	0	4	1	-2	7	-4	0.4
36	Cc1ccc(CN2CCN(/N=C/c3ccc(Cl)c([N+](=O)[O-])c3)CC2)cc1	10	-0.4	-1	6	10	7	.	7	-0.6
37	O=S(=O)(NCCSCc1ccc(Cl)c(Cl)c1)c1ccc2c(c1)OCCO2	21	-1.4	1	.	.	13	.	.	0.8
38	O=C(O)C1CC=CCC1C(=O)Nc1ccccc1Cl (stereo not given)	11	0.7	-1	28	9	1	6	6	0.2
39	CC(C)(C)NC(=O)COC(=O)c1cc(Br)ccc1Cl	6	2.0	-1	18	10	6	13	3	0.1
40	COc1ccc(OCC(O)CNC(=O)c2c(-c3ccccc3)noc2C)cc1 (stereo not given)	13	3.3	-3	14	2	-1	4	-2	0.3
41	CCCCCn1c(=O)[nH]c2cc(C(=O)NCCCN3CCC(C)CC3)ccc2c1=O	7	-1.5	-3	21	11	-1	13	0	9.6
42	Cc1cc(N2CCOCC2)c2c(N)c(C)cc(C)c2n1	12	0.7	-3	-5	19	-11	-2	6	0.3
43	Cc1ccc(CN2CCN(Cc3cccc(-n4cccn4)c3)CC2CCO)cc1 (stereo not given)	0	0.9	5	17	7	-6	-2	0	-0.1
44	CCN(CC)CCNC(=O)c1cccc(NC(=O)C(=O)c2ccccc2NC(C)=O)c1	4	1.7	2	8	2	-4	14	1	0.3
45	COc1cc2cc(C(c3nnnn3C3CCCC3)N3CCCCC3)c(=O)[nH]c2cc1OC (stereo not given)	2	-0.7	-2	47	-10	-21	38	-1	0.1
46	CCn1c(CSc2nc3ccccc3s2)nnc1SCC(=O)c1ccc2c(c1)OCCO2	6	-0.8	-4	3	11	4	.	7	0.3
47	Cc1ccc(O)c(NC(=S)NC(=O)CC(C)C)c1	7	1.2	7	28	7	30	3	4	0.8
48	Cn1c2ccccc2c2ncn(CCN3CCOCC3)c(=O)c21	3	-1.7	-1	-4	8	-12	-10	-14	0.1
49	Cc1ccc(S(=O)(=O)c2n[nH]n3c2nc(=O)c2ccccc23)cc1	5	-4.1	-2	-14	26	5	11	8	0.1
50	O=C(c1ccco1)N1CCN(c2ccc([N+](=O)[O-])cc2Cl)CC1	6	-0.3	3	-14	15	-27	7	2	0.4
51	Brc1ccccc1OCCOc1cccc2cccnc12	6	0.9	-1	-5	10	-3	13	-3	1.6
52	Fc1ccccc1NC(=S)N(CCN1CCCCC1)Cc1ccco1	2	0.3	-2	12	9	3	-15	-5	-1.6
53	COc1ccccc1NC1=CC(=O)CC(c2ccccc2)C1 (stereo not given)	6	-5.7	4	30	9	-11	-6	-2	-1.0
54	Cc1cc([N+](=O)[O-])c(C(C)(C)C)cc1N	9	2.1	1	47	9	0	-2	-10	-0.1
55	Cn1nc(C(=O)Nc2cccc(C(F)(F)F)c2)ccc1=O	10	-2.3	11*	-11	4	-4	20	0	0.2
56	O=C(c1ccc2c(c1)OCO2)C1CCCN(Cc2cccn2-c2cccnc2)C1 (stereo not given)	0	0.9	-2	25	6	-16	14	4	-1.0
57	COc1ccc(CCNC(=O)C(C)Sc2ccccc2)cc1OC (stereo not given)	14	-2.6	-1	18	7	-1	8	-6	0.3
58	COC(=O)\C(C(C)=O)=C(/C=C/C=C/N(C)C)N(C)C	18	0.1	0	-3	5	6	18	-9	1.8
59	CCOC(=O)CC1C(=O)NCCN1Cc1cccc(OC)c1 (stereo not given)	9	-0.1	-1	28	-6	-5	21	-10	-0.1
60	O=C(c1cnn2cccnc12)N1CCN(c2ccccc2)CC1	4	-1.4	1	-6	10	-2	-14	6	-0.1
61	Cc1nc2ncnn2c(C)c1CCC(=O)O	7	-1.3	0	-10	12	-2	5	3	0.0
62	COc1cc(/C=N/NC(=O)c2ccoc2C)cc(OC)c1O	16	1.0	1	1	13	2	8	4	0.7
63	O=C(Cn1c(=O)oc2ccccc21)N1CCN(c2ccc(N3CCOCC3)nn2)CC1	14	1.3	-3	4	7	-12	16	0	0.4
64	COc1ccccc1-c1c(C)nn2c(C)c(C(C)=O)cnc12	10	-1.1	-3	15	7	-9	1	5	-0.3
65	O=C(Nc1ccccc1)C1=C[C@H](c2ccc3c(c2)OCO3)C[C@H](OCCCCO)O1	9	0.0	2	-24	10	-5	9	11	0.0
66	COCCSc1nnc(NC(=O)c2ccc(OC)c([N+](=O)[O-])c2)s1	4	0.4	5	10	8	-28	25	-4	-0.6
67	CCC(CC)C(=O)c1c[nH]c(C(=O)NCc2ccncc2)c1	2	1.2	-1	21	8	-3	2	-3	2.2
68	CC1(C)Cc2ccccc2-c2nnc(-c3ccccn3)n21	2	-3.9	1	19	8	-1	-4	-1	-0.1
69	Cc1ccc(-c2nnc(SCC(=O)n3c4c(c5ccccc53)CCCC4)o2)cc1	.	0.8	2	2	-1	5	34	-6	-0.6
70	COc1ccc(CNCc2cccc(OC)c2OC)cc1Br	6	2.0	3	20	10	4	4	0	-0.2
71	COc1ccc(C(=O)SC2=NCCS2)cc1OC	5	-3.3	-1	35	6	-5	-1	-1	0.7
72	CC(=O)c1ccc(C)cc1OC(=O)c1cccc(F)c1	4	1.4	-2	3	-3	-5	10	0	2.0

High-throughput results from PubChem BioAssay.
